# Source: PubChem BioAssay (National Center for Advancing Translational Sciences (NCATS))
# ERK EGF inh: qHTS Assay for Inhibitors of the ERK Signaling Pathway using a Homogeneous Screening Assay; Stimulation with EGF | Potency, µM (titrated, usually from 11.5 µM), without a hit: at the highest dose activity change, negative = inhibition, usual class: inhibitors | HEK293-V1b, EGF-stimulated phospho-ERK AlphaScreen | hit rate 0.41% among 130,000 | AID 1454, 2008; active = well fitted inhibition curve with a large enough effect; inconclusive = small, poorly fitted or top-dose-only effect, or effect the other way;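 note: plate controls were stimulated vehicle wells for no effect and unstimulated vehicle basal for full effect; nearly all actives have a fitted effect of over 55% in size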
#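 EGF-stimulated (25 nM, 5 min) phospho-ERK in HEK293 cells stably expressing V1b, cells pretreated 30 min with compound at 37C. Homogeneous AlphaScreen read on lysates.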
# An asterisk follows results filed as active; ? = inconclusive; & = joins results of further samples; [ ] = dose if it differs, or a comment. Potency is the fitted concentration of half-maximal effect.
SMILES,ERK EGF inh
Cc1ccc(N2C(=O)Nc3cc(Cl)c(Cl)cc3N2O)cc1Cl,2.4%
Cc1ccc(Nc2ccc(NCc3ccccc3)nn2)cc1C,10.2%
Cc1cc(NC(=O)CN2CCOCC2)n(-c2ccccc2)n1,4.3%[57.5 µM]
O=C(c1ccco1)N1CCN(Cc2nc(-c3cccs3)no2)CC1,3.7%
O=C(NCc1cn(-c2ccccc2)nc1-c1ccccc1)c1ccc([N+](=O)[O-])cc1,-1.1%
O=C(Nc1cccc(Br)c1)c1ccccc1-c1ccccc1,6.7%
Cc1ccc(S(=O)(=O)N2CCC(=O)N(CCOC(=O)Nc3ccccc3C)CC2)cc1,0.8%
CCOc1cc(C(=O)OCC(=O)c2cc(C)n(CC3CCCO3)c2C)ccc1OCC(=O)N1CCOCC1 (configuration not stated),-4.4%
CC1(C)CC[C@]2(C(=O)O)CC[C@]3(C)C(=CC[C@@H]4[C@@]5(C)CC[C@H](O)C(C)(C)[C@@H]5CC[C@]43C)[C@@H]2C1,7.2%[57.5 µM]
c1csc(CNc2nc(-c3cccs3)nc3ccccc23)c1,-5.2%
Cc1cc(C)n(CC(O)COc2c(C)cccc2C)n1 (configuration not stated),-6.3%
COc1ccccc1NC(=O)CSc1ccc2nnc(-c3cccnc3)n2n1,6.0%

# Part of the list above, as labelled records.
Cc1ccc(Nc2ccc(NCc3ccccc3)nn2)cc1C
  ERK EGF inh: 10.2%
Cc1cc(NC(=O)CN2CCOCC2)n(-c2ccccc2)n1
  ERK EGF inh: 4.3%[57.5 µM]
O=C(c1ccco1)N1CCN(Cc2nc(-c3cccs3)no2)CC1
  ERK EGF inh: 3.7%
COc1ccccc1NC(=O)CSc1ccc2nnc(-c3cccnc3)n2n1
  ERK EGF inh: 6.0%

# (more compounds)
SMILES,ERK EGF inh
CC1(C)Cc2ccccc2C(C(Cc2ccccc2)C(N)=O)=N1 (configuration not stated),-6.9%[57.5 µM]
O=C(Nc1nccs1)c1csc2c1CCCC2,9.3%
O=C(NCc1ccc2c(c1)OCO2)C(=O)NCC1CCCO1 (configuration not stated),3.8%
CC(CCc1ccccc1)NC(=O)COC(=O)c1ccccc1O (configuration not stated),-0.9%[57.5 µM]
O=C(N[C@@H](Cc1ccc(O)cc1)C(=O)O)C(c1ccccc1)c1ccccc1,-3.7%[57.5 µM]
COc1ccc(CCN(C)C(=O)CSc2ncnc3sccc23)cc1OC,3.7%
O=c1cc(-c2ccccc2F)nc(-c2ccccc2F)o1,2.8%
Cc1cccc(-n2c(SCC(=O)Nc3cccc(S(=O)(=O)NC4=NCCCCC4)c3)nc3ccccc3c2=O)c1C,9.9%
COc1ccc(CC(=O)NCCc2ccc(Cl)cc2Cl)cc1,-0.9%
COc1ccc(CN2CCCC(CNC(=O)c3ccc(F)cc3)C2)cc1OC (configuration not stated),4.3%
CCC(=O)Nc1sc2c(c1C(=O)N(C)C)CCCCC2,2.7%
Cc1noc(C(=O)Nc2cccc(O)c2)c1Cl,9.4%[57.5 µM]
Cc1nc2ccccc2nc1N/N=C/c1ccc(O)cc1O,?
O=c1cc(-c2ccccc2)nc2c(-c3ccccc3)c(C(F)(F)F)[nH]n12,-4.9%[57.5 µM]
O=C(NCc1ccc2c(c1)OCO2)c1cc(-c2cc(Cl)ccc2O)n[nH]1,-2.7%[57.5 µM]
CCCCCCNC(=O)Nc1ccc(S(=O)(=O)Nc2ccc(CCNC[C@H](O)COc3ccc(O)cc3)cc2)cc1,-9.1%
CC1=C(C(=O)OC(C)C)C(c2cccs2)NC(=O)N1 (configuration not stated),1.7%
CNC(=O)c1[nH]cnc1C(=O)Nc1ccccn1,-13.1%
COc1cc(C(=O)Nc2nnc(CC(C)C)s2)c([N+](=O)[O-])cc1OC,-2.4%
Nc1nc(-c2ccccc2)c(N=Nc2ccccc2Cl)s1,17.8µM*
COc1ccc(C(=O)C2CCCN(C(=O)c3cccs3)C2)cc1F (configuration not stated),-2.6%
CCOC(=O)c1sc(N)nc1-c1ccccc1,4.8%
Cc1cc(C)c(NC(=O)CS(=O)CC(=O)Nc2ccc(F)cc2F)c(C)c1 (configuration not stated),-12.2%[57.5 µM]
COc1ccc(C[C@H](N)C(=O)N[C@@H]2[C@H](O)[C@H](n3cnc4c(N(C)C)ncnc43)O[C@@H]2CO)cc1,4.8%[25.7 µM]
Cc1cc(C)c2[nH]c(=O)c(C(c3nnnn3Cc3ccc4c(c3)OCO4)N3CCC(C)CC3)cc2c1 (configuration not stated),-2.3%
O=c1[nH]cnc2c1sc1nc(-c3ccccc3)c3c(c12)CCCC3,-5.6%
COCC1=C2c3ccccc3[C@@H]3CNC(=O)C3(C(=O)OC)C[C@@H]2n2c(=O)n(-c3ccccc3)c(=O)n2C1 (some centres not stated),-12.5%&-12.3%
CCOC(=O)C(=CNc1ccc(N2CCOCC2)cc1)C(=O)OCC,-14.4%[57.5 µM]
O=C(CNS(=O)(=O)c1ccc2ccccc2c1)OCc1csc(-c2ccccc2)n1,3.6%
Cn1nnnc1SCC(=O)NC1CCCc2ccccc21 (configuration not stated),1.3%
COc1cc(/C=C2\SC(c3ccccc3)=NC2=O)cc(Cl)c1O,-6.8%
O=C(c1csnn1)N1CCC[C@@]2(CCN(c3ccccc3)C2)C1,17.2%
Oc1ccc(Cl)cc1/C=C/c1ccc2cccc(O)c2n1,?
CC[C@H]1OC(=O)C[C@@H](O)[C@H](C)[C@@H](O[C@@H]2O[C@H](C)C[C@H](N(C)C)[C@H]2O)[C@@H](CC=O)C[C@@H](C)C(=O)C=C[C@]2(C)O[C@H]2[C@@H]1C,-13.5%[57.5 µM]
Cc1cccc(N/C(N)=N/c2nc(CSc3ccc(Cl)cc3)cc(=O)[nH]2)c1,16.3%[57.5 µM]
O=C(Nc1nnc(-c2ccco2)o1)c1ccc(S(=O)(=O)N2CCOCC2)cc1,-6.6%
CN(C)S(=O)(=O)c1ccc(Cl)c(NC(=O)COC(=O)c2cc(-c3ccccc3)nc3ccccc23)c1,-6.9%
O=C1N=c2ccccc2=C1c1sc(=S)n(NC(=O)c2ccccc2)c1O,-3.1%[57.5 µM]
COC(=O)c1cnc2ccccc2n1,9.9%
Cc1ccc(NC(=O)CCSc2nnc(Cc3ccccc3)o2)cc1,8.8%
Cc1ccc(S(=O)(=O)NCc2ccncc2)cc1C,-0.8%
Nc1ccccc1-c1ccccc1N,-4.6%
C[C@@]12C[C@@H](O)[C@H]3[C@@H](CCC4=CC(=O)CC[C@]43C)[C@H]1CC[C@H]2C(=O)CO,4.7%[25.7 µM]
Cc1ccc2nc(-c3ccccc3)c(NC(=O)c3ccco3)n2c1,0.7%
Cc1ccc(NC(=O)c2csc3c2CCCC3)cc1,-2.4%
CC1(C)C=C2[C@H]3CC[C@@H]4[C@@]5(C)CCC(=O)C(C)(C)[C@@H]5CC[C@@]4(C)[C@]3(C)CC[C@@]2(C(=O)O)CC1,7.2%
CC1(C)O[C@@H]2C[C@H]3[C@H]4C[C@H](F)C5=CC(=O)CC[C@]5(C)[C@@H]4[C@H](O)C[C@]3(C)[C@]2(C(=O)CO)O1,-18.3%[25.7 µM]
CC(NS(=O)(=O)c1cccc(S(=O)(=O)c2ccccc2)c1)C(=O)O (configuration not stated),8.8%
CC(NC(=O)c1cccs1)c1n[nH]c(=S)n1C (configuration not stated),2.5%
Cc1nc(SCC(=O)NC(=O)NC(C)(C)C)nc(C)c1C,-15.5%[57.5 µM]
CCc1nc(C#N)c(N2CCCCC2)o1,4.1%
Cc1cc(C)n2nc(C)c(Br)c2n1,7.0%
O=C(C(=O)c1cccnc1)c1cccnc1,-5.3%[57.5 µM]
O=C(NCc1csc2ccc(Cl)cc12)Nc1ccccc1,-10.6%[57.5 µM]
Cc1ccsc1/C=C1\SC(=S)N(CC2CCCO2)C1=O (configuration not stated),?
O=C(CCN1CCN(c2ccccc2)CC1)NNC(=O)c1cccc2ccccc12,2.0%
CCCn1c(SCC(=O)N2c3ccccc3CC2C)nnc1-c1ccco1 (configuration not stated),-0.5%
COc1ccc(CNC(=O)C/C(C)=N/NC(=O)COc2ccccc2)cc1,8.3%
Cc1ccnc(N(C(=O)Nc2ccccc2)C2=NCC(C)(C)S2)c1,5.3%[57.5 µM]
NS(=O)(=O)c1ccc(N/N=C/c2ccc(O)c(O)c2O)c([N+](=O)[O-])c1,8.3%[57.5 µM]
# Continued.
SMILES,ERK EGF inh
COc1ccc(S(=O)(=O)NCC(=O)N(CC(=O)NC(C)(C)C)Cc2cccs2)cc1,-3.1%
CC(C(=O)NN)c1ccc([N+](=O)[O-])cc1 (configuration not stated),-17.7%
CC1CCc2c(sc3nc(SCC(=O)O)n(-c4ccccc4)c(=O)c23)C1 (configuration not stated),5.0%[57.5 µM]
COc1ccc(O[C@H]2C=C[C@@H](c3ccccc3)O[C@@H]2COC(=O)CC/C(C)=N/OC[C@@H](O)[C@H]2O[C@@H]3OC(C)(C)O[C@@H]3[C@H]2O)cc1,-4.3%
CCC(C)NC(=O)CSc1nc2ccccc2c(=O)n1-c1c(C)n(C)n(-c2ccccc2)c1=O (configuration not stated),-6.5%
O=C(O)c1ccc2c(c1)ncn2C1CCCC1,-0.3%
CCn1nc(C)cc1-c1nnc(SCC(=O)Nc2ccccc2)n1CCCOC,-5.4%[57.5 µM]
COc1ccc(/C=C/C(O)=C2/C(=O)NC3(C)CC2c2ccccc2O3)c(OC)c1OC (configuration not stated),1.8%
O=C(Cc1ccccc1)NCCN1CCCC1,-9.2%[57.5 µM]
CC1=NN(C(C#N)c2ccccc2C)C(C)(C)C1 (configuration not stated),-9.3%
CCOC(=O)C(NC(=O)Nc1ccc(F)cc1F)(Oc1ccc(F)cc1)C(F)(F)F (configuration not stated),-1.5%
Cn1c(=O)c2c(nc(N/N=C/c3ccc(OC(=O)c4ccco4)cc3)n2Cc2ccccc2)n(C)c1=O,4.0%
CC1Cc2ccccc2N1C(=O)Cn1nnc(-c2ccccc2NC(=O)C2CCC2)n1 (configuration not stated),1.1%
CCOc1ccc(/C=N/Nc2cc(=O)n(C)c(=O)n2C)cc1,-0.3%
CCOCCCNC(=S)N1CCC(NC(=O)c2ccco2)CC1,7.7%
Cn1c(SCC(N)=O)nnc1-c1cnccn1,-12.4%
O=C(COc1ccc([N+](=O)[O-])cc1)Nc1ccc(C(=O)Nc2ccccc2C(=O)O)cc1,-5.2%
COC(=O)c1cc(=O)c2ccc(OC)cc2o1,-12.6%[57.5 µM]
COCCN(C(=O)/C=C/c1ccccc1)c1nnc(-c2cccnc2)s1,3.9%
CCCn1c(CCC(=O)O)nc2cc(S(=O)(=O)N(CC)CC)ccc21,-6.6%[57.5 µM]
COc1ccc(C(C)=O)cc1CSc1ncccn1,-0.9%
CC(C)CN1CCN(Cc2nc3ccccc3s2)CC1CCO (configuration not stated),-2.0%
C/C(=N\NC(=O)C1CC1)c1ccc2c(c1)OCCO2,-2.6%
O=C1c2ccc([N+](=O)[O-])cc2C(=O)N1c1c[nH]c(=O)[nH]c1=O,-5.2%
Nc1ccc2c(c1)N=[N+]([O-])c1cc(N)ccc1C2,-13.2%[57.5 µM]
Cc1nc(-c2ccccc2)sc1C(=O)/C=C/N(C)C,2.7%
O=[N+]([O-])c1ccc(N/N=C/c2ccc[nH]2)cc1,24.4%
CCCCN(C)CCC(=O)Nc1ccc(C)cc1,10.7%
CCO[C@H]1OC(C(=O)NCc2ccccc2)=C[C@@H](c2ccc(Br)cc2)[C@@H]1CCCO,-2.1%[57.5 µM]
O=C(CSc1ccc(-c2ccc(Cl)cc2)nn1)N1CCCc2ccccc21,-3.2%
O=C(O)c1cccnc1C(=O)N1CCc2c([nH]c3ccccc23)C1C(F)(F)F (configuration not stated),-3.9%[57.5 µM]
O=C(NCc1ccc(N2CCCC2=O)cc1)c1ccc(F)cc1,-1.1%[57.5 µM]
Cc1[nH]c2ccccc2c1/C=N/NS(=O)(=O)c1ccccc1,-9.7%
CC12CCCCC1N(O)C(=O)C(=O)N2O (configuration not stated),-1.0%
O=C(CN1C(=O)c2ccccc2C1=O)NCC(=O)OCC(=O)c1cccc([N+](=O)[O-])c1,-11.0%
O=C(O)c1cccc(S(=O)(=O)Nc2ccccc2N2CCOCC2)c1,-2.8%[57.5 µM]

# Random excerpt: two records from the list.
SMILES,ERK EGF inh
CNC(=O)c1[nH]cnc1C(=O)Nc1ccccn1,-13.1%
Cc1nc(-c2ccccc2)sc1C(=O)/C=C/N(C)C,2.7%

# (next part)
SMILES,ERK EGF inh
Cc1ccc(S(=O)(=O)[N-]c2nc3ccccc3nc2-n2cc[n+](Cc3ccccc3)c2)cc1,?
COc1ccc(N2CCN(C(=S)NCc3ccc(C)cc3)CC2)cc1,0.1%
CC(NCc1ccc(F)cc1)C(=O)Nc1cc(S(=O)(=O)N2CCCCC2)ccc1Cl (configuration not stated),-4.4%
COCCn1c(=O)c(-c2ccc(Cl)cc2)nc2cnc(OC)nc21,0.5%
CC(C)OC(=O)CC(NC(=O)OC(C)(C)C)c1ccccc1 (configuration not stated),-0.6%&-5.9%
CSc1nc(C)[nH]c(=O)c1C#N,-4.3%[57.5 µM]
COc1cc(/C=C2/C(=N)N3C=CSC3=NC2=O)ccc1OCCOc1ccc(NC(C)=O)cc1,-6.3%
CCn1c(O)c(N=Nc2ccc3ccccc3n2)c2ccccc21,-11.5%[57.5 µM]
CCCCC[C@H](O)/C=C/C=C\CCCCCCCC(=O)O,-4.2%

# The list is partial (hit frequency here may not be typical).
